Vc quorum ag = inducers of Vibrio cholerae quorum light production without autoinducers, primary screen, BH1578 luxS cqsA deficient, single point. activation, % at 18.7 µM. V. cholerae BH1578 lux reporter, luminescence, 6 h. 350,000 tested, 0.16% active; in the data active = activation mostly above about 9.7%, no sharp cut-off; note: not every result past the cut was called active; inactives centre near 0; reference of the scale not given here
TcdB inh = TcdB glycohydrolase inhibitors, primary screen, biochemical, single point, plate reader. TcdB glycohydrolase enzymatic assay. inhibition, % at 9.99 µM. AID 652162, 2013. 350,000 tested, 0.24% active; in the data active = inhibition above about 10%
Y pestis TopoI = Yersinia pestis topoisomerase I inhibitors, primary screen, biochemical, cleavage product accumulation, plate reader, single point. DNA topoisomerase I (Yersinia pestis CO92). Y. pestis Topo-I cleavage product accumulation. activity, % at 10 µM. 360,000 tested, 0.064% active; in the data active = activity above about 50%, passing the limit was not always enough; note: inactives centre near 2
PfHsp40 yeast = rescue of yeast from PfHsp40 toxicity, primary screen, S. cerevisiae, ATP luminescence; S. cerevisiae expressing PfHsp40, growth rescue; growth rescue, % at 12.5 µM; AID 504582, 2011; 340,000 tested, 0.68% active; in the data active = growth rescue above about 28%, passing the limit was not always enough;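 note: yeast W303a lacking pdr1 and pdr3 grown in galactose medium; growth measured after three days at 30 °C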
Mtb UGM inh = M. tuberculosis UGM enzyme inhibitors, primary screen, biochemical, fluorescence polarization, single point | UDP-galactopyranose mutase (Mycobacterium tuberculosis (strain ATCC 25618 / H37Rv)), … | purified UGM, fluorescence polarization probe displacement | inhibition, % at 10 µM | 320,000 tested, 0.06% active | AID 504406, 2011; in the data active = inhibition above about 10%, passing the limit was not always enough
Target sequence (P9WIQ1 whole entry, looked up): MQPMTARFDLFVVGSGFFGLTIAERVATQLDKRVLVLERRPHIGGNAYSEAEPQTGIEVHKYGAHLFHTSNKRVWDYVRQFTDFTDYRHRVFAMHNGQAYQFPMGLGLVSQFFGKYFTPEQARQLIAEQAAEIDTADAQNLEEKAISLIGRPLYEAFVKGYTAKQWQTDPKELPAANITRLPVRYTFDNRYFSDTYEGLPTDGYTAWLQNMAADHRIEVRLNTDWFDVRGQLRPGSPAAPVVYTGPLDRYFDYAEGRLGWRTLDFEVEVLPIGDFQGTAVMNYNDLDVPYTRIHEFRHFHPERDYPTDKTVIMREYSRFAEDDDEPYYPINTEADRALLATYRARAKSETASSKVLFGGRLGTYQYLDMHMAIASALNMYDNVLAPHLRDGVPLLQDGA
Mtb BioA inh = M. tuberculosis BioA enzyme inhibitors, primary screen, biochemical, plate reader, single point, HTS. AID 602481, 2012. 7,8-diaminopelargonic acid synthase BioA (Mycobacterium tuberculosis). inhibition, % at 9.99 µM. 360,000 tested, 0.096% active. purified M. tuberculosis BioA enzyme; in the data active = inhibition above about 40%
FBA Mtb inh = Mtb FBA enzyme inhibitors, primary screen, biochemical, fluorescence, strain H37Rv. inhibition, % at 1 µM. Fructose-bisphosphate aldolase (Mycobacterium tuberculosis (strain ATCC 25618 / H37Rv)), …. 360,000 tested, 2.3% active. AID 588726, 2011. purified M. tuberculosis FBA, fluorescence read-out; in the data active = inhibition above about 27%;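 note: 0% = vehicle and 100% = reference inhibitor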
Target sequence (P9WQA3 whole entry, looked up): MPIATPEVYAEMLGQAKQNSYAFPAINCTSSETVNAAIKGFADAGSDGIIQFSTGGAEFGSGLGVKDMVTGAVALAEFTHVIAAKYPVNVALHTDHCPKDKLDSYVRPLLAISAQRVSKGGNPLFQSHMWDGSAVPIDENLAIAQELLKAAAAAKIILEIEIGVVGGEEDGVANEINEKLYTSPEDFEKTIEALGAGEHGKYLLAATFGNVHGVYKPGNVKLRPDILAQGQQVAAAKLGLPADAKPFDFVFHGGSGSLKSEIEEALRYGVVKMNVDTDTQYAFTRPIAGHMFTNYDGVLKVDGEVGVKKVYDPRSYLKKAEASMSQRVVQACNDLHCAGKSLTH
GDH-TPI inh = GDH-TPI coupling enzyme inhibitors, primary screen, artefact control for M. tuberculosis FBA inhibitor project, biochemical, absorbance, full deck | inhibition, % at 4.8 µM | 360,000 tested, 1.2% active | GDH-TPI coupled enzyme counterscreen, NADH absorbance; in the data active = inhibition above about 30%;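 note: 0% = DMSO wells and 100% = wells lacking the enzyme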
FadD28 FP inh = inhibitors of FadD28 bisubstrate probe binding, primary screen, biochemical, fluorescence polarization, single point | 360,000 tested, 0.22% active | inhibition, % at 12.5 µM | AID 588549, 2011 | Mycobacterium tuberculosis FadD28 fatty-acid-AMP ligase; in the data active = inhibition above about 8.5%, passing the limit was not always enough
Starred values were filed as active, the others as inactive; i = inactive; · = no result given; & = joins results of further samples. Not a hit list; any-hit rate near 4.6%.

The line under a structure holds: Vc quorum ag	TcdB inh	Y pestis TopoI	PfHsp40 yeast	Mtb UGM inh	Mtb BioA inh	FBA Mtb inh	GDH-TPI inh	FadD28 FP inh
> CCCSc1ccc([C@@H]2[C@H]3C(=O)N(CC)C(=O)[C@H]3[C@]3(C(=O)OC)CCCN23)cc1
  i	0.0	23.2	0.8	2.1	-1.6	0.6	9.4	-0.1
> CCc1ccc(S(=O)(=O)Nc2c(C)n(C)n(-c3ccccc3)c2=O)cc1
  i	0.7	3.2	-0.2	-3.2	-1.3	3.5	4.3	-0.5
> N#Cc1c(N)nc2c(c1-c1ccccc1)CCCC2
  i	0.6	3.5	0.2	-2.3	0.4	7.6	6.8	-0.7
> COc1ccc(C(=O)NCc2nnc(SC)n2Cc2ccccc2)cc1
  1.3	-0.4	-2.8	0.9	-3.3	·	-2.1	-2.5	-1.0
> COc1ccc(C)cc1NC(=O)CSc1nc2scc(C)c2c(=O)[nH]1
  0.4	-0.2	9.2	-0.6	1.3	1.0	2.9	-7.5	-1.3
> O=C(c1ccco1)N1CCCC(N2CCN(c3cccc(C(F)(F)F)c3)CC2)C1 (centres undefined)
  -3.1	0.8	22.1	-0.9	3.2	13.4	0.0	2.0	0.2
> O=C(CCCC(=O)Nc1cccc(Br)c1)N/N=C/c1cc([N+](=O)[O-])ccc1O
  i	0.9	-12.8	0.5	2.4	1.4	-6.7	15.4	-2.1
> O=C(Cc1cccs1)N[C@@H]1c2ccccc2CC[C@H]1OCc1ccccc1
  0.0	-3.2	4.6	1.8	·	0.0	-0.2	10.0	0.4
> Cc1ccc(-c2cnc(-c3ccccc3C(=O)O)o2)cc1
  i	-3.0	2.5	0.3	3.0	-0.2	70.4*	0.0	-0.9
> Cc1ccnc2c(N3C(=O)C4C5C=CC(C5)C4(C)C3=O)cccc12 (centres undefined)
  0.0	0.5	1.1	1.6	-4.4	-1.9	-1.4	-1.0	-3.1
> OC(CNc1nc(-c2cccnc2)nc2ccccc12)c1ccccc1 (centres undefined)
  -0.4	1.4	5.9	0.3	-0.4	-1.1	-0.8	-3.1	-13.3
> CCN(CC(=O)Nc1c(F)cccc1F)C(=O)C1CCN(S(=O)(=O)c2ccccc2C(=O)OC)CC1
  -10.3	1.0	-5.2	0.7	·	-0.4	3.7	4.7	-1.9
> Cc1ccccc1C(=O)Nc1nncs1
  -0.2	·	4.5	-0.6	2.1	-1.2	2.0	6.9	0.0
> Cc1ccc(S(=O)(=O)Nc2ccc3c(c2)C(=O)N([C@H](C)CO)C[C@H](C)[C@H](CN(C)C(=O)Nc2cccc4ccccc24)OCCCC[C@@H](C)O3)cc1
  i	1.3&-0.2	13.2	·	·	0.5&-4.2	4.8	4.1	-4.7
> CC(NC(=O)Cc1cccs1)C(c1cccs1)N1CCN(c2ccccc2)CC1 (centres undefined)
  i	·	-5.0	-0.8	0.0	-2.5	-2.5	-2.6	-1.8

Looked up by compound from the entries so far, 2 records:
The line under a structure holds: Vc quorum ag	TcdB inh	Y pestis TopoI	PfHsp40 yeast	Mtb UGM inh	Mtb BioA inh	FBA Mtb inh	GDH-TPI inh	FadD28 FP inh
> Cc1ccc(-c2cnc(-c3ccccc3C(=O)O)o2)cc1
  i	-3.0	2.5	0.3	3.0	-0.2	70.4*	0.0	-0.9
> CCN(CC(=O)Nc1c(F)cccc1F)C(=O)C1CCN(S(=O)(=O)c2ccccc2C(=O)OC)CC1
  -10.3	1.0	-5.2	0.7	·	-0.4	3.7	4.7	-1.9

Next section
The line under a structure holds: Vc quorum ag	TcdB inh	Y pestis TopoI	PfHsp40 yeast	Mtb UGM inh	Mtb BioA inh	FBA Mtb inh	GDH-TPI inh	FadD28 FP inh
> O=C(c1ccc(-n2cccn2)cc1)N1CCc2c([nH]c3ccccc23)C1c1ccccn1 (centres undefined)
  i	0.9	16.1	-1.0	-3.9	0.0	3.5	1.3	-1.8
> Cc1nn(C(C)C(=O)NCC2CCCO2)c(=O)c2cc3occc3n12 (centres undefined)
  0.1	·	-2.2	2.9	-0.2	6.2	1.7	7.8	-2.1
> COc1ccc(N(CC(=O)NCC2CCCO2)C(=O)CCC(=O)Nc2cc(C)on2)cc1OC (centres undefined)
  -0.2	1.4	-8.3	-1.4	-2.9	-0.8	0.9	3.0	-0.1
> O=C(COC(=O)COc1ccccc1)NCc1ccccc1
  -0.2	2.5	-3.8	0.4	-1.4	·	1.5	-1.2	-2.9
> O=C1CSC(c2ccc(Cl)cc2)N1C1CCCCC1 (centres undefined)
  -0.6	·	12.5	0.0	-2.5	1.7	6.5	10.4	-3.2
> O=C(Cn1cnc2sc(-c3ccccc3)cc2c1=O)NCCc1ccccc1
  0.0	0.4	1.0	-0.2	1.6	-1.1	1.2	17.2	-0.1
> Cn1c(=O)c(-c2cccc(Cl)c2)c(O)c2ccccc21
  i	0.2	-6.6	0.3	0.6	1.7	12.1	0.0	-1.7
> Cn1nccc1C(=O)Nc1ccc(Cl)cc1
  i	0.6	-10.4	0.3	-1.8	3.8	3.0	7.8	0.0
> O=C(c1ccco1)[C@@H]1[C@@H]2C(=O)N(c3ccccc3)C(=O)[C@@H]2C2c3ccccc3C=CN21 (some centres undefined)
  1.6	·	6.8	-1.7	2.4	·	-1.9	-2.9	-13.5
> CNC[C@@H]1Oc2cc(Br)ccc2S(=O)(=O)N([C@@H](C)CO)C[C@@H]1C
  -0.2	0.1&-0.8&0.0	5.3	·	·	-0.1&-0.9	0.5	-6.2	-0.1
> COc1c(Cl)cc(Cl)cc1CNCCNCC(C)O (centres undefined)
  3.3	0.9	0.9	-0.6	-0.5	-2.2	-2.8	-1.9	-0.3
> CCOc1c(C(N)=O)c(-c2ccccc2)c2c(=O)[nH]c3ccccc3n12
  i	·	3.9	-1.1	-0.2	0.7	112.2*	14.3	0.1
> CCC(=NCc1ccco1)c1c(C(F)(F)F)[nH]n(-c2nc3ccccc3s2)c1=O
  -0.4	·	13.7	-0.8	-0.5	-1.2	1.3	6.8	-2.3
> CCOc1ccc(C(O)(c2ccccc2OC)C(CN2CCCC2)c2ccccc2)cc1 (centres undefined)
  i	2.2	4.2	-1.0	-2.9	1.2	-2.2	-5.7	-2.8
> CCN(CC)CCCNC(=O)c1cc(-c2ccccc2)c(N2CCCCC2)s1
  i	1.9	-6.6	0.6	-0.4	-1.3	7.2	17.2	-1.2

(list continues)
The line under a structure holds: Vc quorum ag	TcdB inh	Y pestis TopoI	PfHsp40 yeast	Mtb UGM inh	Mtb BioA inh	FBA Mtb inh	GDH-TPI inh	FadD28 FP inh
> CC(C)Nc1nc(Nc2ccc(F)cc2)c2sccc2n1
  -0.8	2.6	-13.1	·	·	9.9	0.7	16.8	-1.2
> Cc1ccc(NC(=O)CN(C)C(=O)c2ccc(Cl)c([N+](=O)[O-])c2)cc1
  i	1.2	-2.6	2.0	-0.1	·	0.0	-5.2	1.9
> CC(/C=N/NC(=O)Cn1cnc2c1c(=O)n(C)c(=O)n2C)=C\c1ccccc1
  -0.2	0.3	2.0	-0.9	0.1	·	0.6	8.7	-0.5
> CC(C)(C)NC(=O)C(=O)NNC(=O)c1cccc(F)c1
  i	0.8	2.6	-0.4	-2.0	·	-1.1	-1.9	-0.5
> COCCn1c(SCc2nc3scc(-c4ccc(Cl)cc4)c3c(=O)[nH]2)nnc1-c1cccc(C)c1
  -0.7	·	27.0	0.7	1.4	·	-6.1	5.7	-3.9
> COc1ccc(OC)c(/C=C/C(=O)N2CCN(S(=O)(=O)c3cc(C)ccc3C)CC2)c1
  i	-1.0	7.8	0.6	-1.1	-0.9	15.7	3.8	-1.0
> [2H]C([2H])(CCOS(N)(=O)=O)c1ccccc1
  i	1.1	-4.8	-0.4	1.2	-0.3	-1.6	5.8	-1.0
> COc1ccc(S(=O)(=O)N2CCC(NC(=O)c3cccnc3)CC2)cc1
  -0.2	0.6	4.8	-0.8	-2.1	0.0	-1.5	-3.9	0.7
> CCOC(=O)c1ccc2c(c1)N(CC(=O)N1CCCCC1)C(=O)C(C)(C)O2
  -0.2	·	-8.2	-0.9	-3.7	·	-10.6	3.6	-1.2
> COc1ccc(/C=C2\CCC(C3CCCC3)C2=O)c(OC)c1OC (centres undefined)
  -1.4	2.2	-1.0	0.9	3.7	-0.8	-1.9	8.8	-3.3
> c1ccc2c(c1)-c1ccccc1C2N1CCOCC1
  -2.9	1.4	-0.6	-1.7	·	-0.7	0.3	13.2	0.3
> CC(C)CC1C(=O)N(Cc2cn(CCC3OCCCO3)nn2)CCS(=O)(=O)N1Cc1ccc(-c2ccccc2)cc1 (centres undefined)
  -0.4	0.9	-1.1	·	·	-0.5	3.9	-1.9	-1.3
> Nn1c(Cc2ccccc2F)nnc1SCC(=O)Nc1cccc(S(=O)(=O)NC2=NCCCCC2)c1
  -0.4	0.5	12.2	0.2	0.4	2.1	-3.2	-1.2	-0.7
> CN(CC(=O)Nc1cccc(F)c1)C(=O)c1ccc(COc2ccccc2)cc1
  i	0.9	-8.8	0.1	1.4	0.2	26.7	10.7	-1.2
> O=C(CSc1ccc2c(c1)OCCO2)NC(=O)NC1CCCC1
  -0.4	·	3.4	-1.2	-1.0	-1.0	3.7	16.5	-1.3

Continued:
The line under a structure holds: Vc quorum ag	TcdB inh	Y pestis TopoI	PfHsp40 yeast	Mtb UGM inh	Mtb BioA inh	FBA Mtb inh	GDH-TPI inh	FadD28 FP inh
> Cc1ccccc1-n1nnnc1SCC(=O)c1c(N)n(C)c(=O)n(C)c1=O
  -0.8	0.6	3.0	-0.8	·	-1.2	1.4	3.4	-0.7
> Nc1nc(CN2CCN(c3ccccc3F)CC2)nc(Nc2ccc3c(c2)OCCO3)n1
  i	·	-2.1	-0.4	-1.0	0.8	2.4	2.9	-0.8
> Cc1ccc(CNC(=O)CCC2CCCN(C(=O)c3ccc4c(c3)OCO4)C2)o1 (centres undefined)
  i	-1.0	1.7	-0.1	1.4	0.8	1.8	1.6	-2.9
> Cc1cc(NC(=O)c2ccc(Cl)cc2)ccc1NC(=O)c1ccccc1Cl
  i	-1.0	0.0	-0.7	-0.1	3.1	4.0	16.3	0.5
> O=C(NCc1ccco1)C1CCN(C(=O)c2cc3sccc3n2Cc2ccc(Cl)cc2)CC1
  i	·	-0.5	1.6	-0.9	1.3	3.1	9.0	-0.9
> COc1cccc2c1OC[C@@H](CO)[C@H]2N(C)C(=O)Nc1ccc(Cl)cc1Cl
  i	·	5.6	0.8	0.8	·	-0.3	9.9	-2.5
> CC(OC(=O)c1cc2ccccc2[nH]1)C(=O)N(C)c1ccccc1 (centres undefined)
  i	0.7	8.4	0.6	-0.1	4.4	15.3	5.6	-0.9
> Cc1cccc(C(=O)N[C@H](C(=O)Nc2cc(S(=O)(=O)N3CCCCC3)ccc2C)C(C)C)c1
  -0.3	0.0	18.6	-0.1	0.3	·	1.3	3.7	-0.1
> CCC(C)N(C(=O)c1csnn1)C(C(=O)NCc1ccc(F)cc1)c1ccco1 (centres undefined)
  i	·	0.8	-0.5	-1.2	0.0	-1.3	3.0	-5.0

Compound activity deposited in PubChem by several laboratories.
